# Bioassay records as filed in PubChem BioAssay.
# EP2 modulator: EP2 receptor modulators, cAMP readout, primary screen, cell-based, HTRF cAMP, PGE2 stimulation | actives 0.83% (n = 260,000) | Prostaglandin E2 receptor EP2 subtype (Homo sapiens), P43116 | EP2-expressing cells, cAMP HTRF FRET, PGE2 co-stimulation | AID 940, 2007 | induction, % at 25 µM;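 active means compounds whose cAMP rise, as percent of the full-agonist control response, exceeds 60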;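 further: rat C6 glioma line stably carrying human EP2 under a CMV promoter; the protocol text gives 20 µM as final concentration; 100% = response of wells given 1 µM PGE2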
# Target sequence (P43116 whole entry, looked up): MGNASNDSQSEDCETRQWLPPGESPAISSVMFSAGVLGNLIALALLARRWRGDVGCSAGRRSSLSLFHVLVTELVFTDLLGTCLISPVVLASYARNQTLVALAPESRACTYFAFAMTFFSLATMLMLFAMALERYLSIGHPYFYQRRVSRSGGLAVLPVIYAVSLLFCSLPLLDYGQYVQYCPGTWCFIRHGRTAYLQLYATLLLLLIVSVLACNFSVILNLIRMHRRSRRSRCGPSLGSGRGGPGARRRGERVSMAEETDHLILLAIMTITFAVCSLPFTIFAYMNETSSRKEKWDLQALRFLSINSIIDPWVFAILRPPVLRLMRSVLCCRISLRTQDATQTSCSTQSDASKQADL
# * = called active by the depositor. A portion of the library, so the mix of outcomes need not match the whole.
Compound | EP2 modulator
COc1ccc(CCNC(=O)CN2C(=O)c3cccc4cccc2c34)cc1 | -51.1
Cc1cc2cc(CN(CCCO)S(=O)(=O)c3ccc(C)c(Cl)c3)c(=O)[nH]c2cc1C | -35.1
CC1CCCCC1NC(=O)Cn1c2ccccc2n2c(=O)n(CC(=O)NC(C)(C)C)nc12 (stereo not drawn) | 24.0
O=C1CCc2cc(S(=O)(=O)NCC3CCCN(Cc4ccccc4)C3)ccc2N1 (stereo not drawn) | -77.8
CCN(CC)CCCN(Cc1cc2cc(C)ccc2[nH]c1=O)C(=O)Nc1ccc(F)cc1 | -41.6
CC(Sc1nnc(-c2cccnc2)n1-c1ccccc1)C(=O)Nc1cccc2ccccc12 (stereo not drawn) | -9.2
O=C(Oc1ccc(Cl)cc1)N1CCOCC1 | -0.9
Cc1ccc2cc(CN(CCCO)C(=S)NCc3ccco3)c(=O)[nH]c2c1C | -43.6
COc1ccc(NC(=O)C2=C(C)NC(=O)NC2c2cccc(O)c2)cc1 (stereo not drawn) | -27.2
COc1ccc(CCN2C(=O)C(O)=C(C(C)=O)C2c2ccccc2F)cc1OC (stereo not drawn) | 6.1
CCCc1nc2cc(NC(=O)c3cc4c([nH]c3=O)CCCCC4)ccc2n1C | -38.3
CCN1CCCC1CN(Cc1ccccn1)Cc1c(C)nc2sccn12 (stereo not drawn) | 14.5
O=S(=O)(Nc1c(F)cccc1F)c1ccc2c(c1)OCCO2 | 3.9
Cc1c(CCC(=O)O)c(=O)[nH]c2ccccc12 | 11.1
Cc1ccc(CNC(=O)C2CCCN(c3nc4ccccc4s3)C2)cc1 (stereo not drawn) | -63.8

# (cont.)
Compound | EP2 modulator
Cc1ccc(Cl)cc1NC(=O)CN1CCC(c2nc3ccccc3s2)CC1 | -92.4
CCC(CO)Nc1nc(NCc2ccccc2)c2ncn(C(C)C)c2n1 (stereo not drawn) | 7.5
COC(=O)C[C@@H]1C2(C)C(=O)[C@@H](CC3=C4CC(O)O[C@@H](c5ccoc5)[C@]4(C)CCC32)[C@H](O)C1(C)C (stereo partly drawn) | 13.5
COc1cccc(/C(O)=C2/C(=O)C(=O)N(CCCN(C)C)C2c2cccnc2)c1 (stereo not drawn) | -4.5
COCCNC(=O)c1cn(C[C@@H]2CCCN(C(=O)c3cscn3)C2)nn1 | -7.9
CCOc1ccc(N(CC(=O)NCc2ccc(OC)cc2)C(=O)c2csnn2)cc1 | 4.2
Cc1ccc(-n2ncc3c(=O)n(CC(=O)N4c5ccccc5CCc5ccccc54)cnc32)cc1 | 6.8
COc1ccc(NC(=O)[C@@H]2C=CCN2C(=O)c2ccco2)cc1 | -23.3
O=C(O)COCC(=O)NNC(=O)c1ccncc1 | 14.2
C=CCOc1ccc(/C=C\c2nc(O)c([N+](=O)[O-])c(=O)[nH]2)cc1OCC | -6.1
COc1cccc(/C=C\c2[nH]c(=O)[nH]c(=O)c2[N+](=O)[O-])c1OC | -1.4
CS(=O)(=O)N1CN(S(C)(=O)=O)C2NC(=O)NC21 (stereo not drawn) | -26.7
CC1(C(=O)Nc2ccc(Cl)cc2)Cc2ccccc2C(=O)O1 (stereo not drawn) | -58.1
COc1ccc(C(=O)NCCNc2nc3ccc(C)cc3cc2C#N)cc1OC | -50.1
COc1ccc(CN2CCC(O)(c3ccccc3F)CC2)cc1CN1CCOCC1 | -37.3

# By substructure: the compounds so far with a COOH group
Compound | EP2 modulator
Cc1c(CCC(=O)O)c(=O)[nH]c2ccccc12 | 11.1
O=C(O)COCC(=O)NNC(=O)c1ccncc1 | 14.2

# (further entries)
Compound | EP2 modulator
OCCCc1nc2ccccc2n1CCCCOc1ccc(Cl)cc1 | -42.1
Cc1cccc(NC(=O)CN2CCC3(CC2)NC(=O)c2ccccc2O3)n1 | -17.4
Cc1ccc2[nH]c(=O)c(CN(CCO)Cc3nnnn3Cc3ccco3)cc2c1 | -1.1
Cc1ccc(CN(Cc2cc3cc(C)cc(C)c3[nH]c2=O)Cc2nnnn2Cc2ccco2)cc1 | 18.1
CCCCCCCCCc1ccc(OCCOCCOCCOCCOCCOCCOCCOCCOCCO)cc1 | -22.7
CN1CCN(c2ccc(NC(=O)c3ccc(Cl)cc3)cc2)CC1 | -9.5
COc1cc(CN2CCC(O)(c3ccccc3)C2)ccc1OCc1c(C)noc1C (stereo not drawn) | -50.6
CCCCNC(=O)Cn1nc(-c2ccc(C)o2)cc(N)c1=O | -55.7
Cc1ccc2cc(CN(Cc3ccco3)C(=S)NCc3ccco3)c(=O)[nH]c2c1 | -26.0
COc1ccc(Nc2nc(C)cc(C)n2)cc1Cl | -18.0
O=C(Nc1nc(-c2ccc(Cl)cc2)cs1)c1ccc2nccnc2c1 | -51.6
C1CCC(N2CCN(C3CCCC3)CC2)C1 | 0.3
CCOC(=O)CSc1nc2c(C)cccc2cc1CC | 72.7*
Nc1ccc(CN2CCCCC2)cc1 | -7.6
O=C(c1ccc2c(c1)OCO2)N1CCC(Nc2nc3c(c(=O)[nH]2)CCCC3)CC1 | -3.7

# Further structures.
Compound | EP2 modulator
COc1ccc(C2C(C#N)=C(N)SC(N)=C2C#N)c2ccccc12 | -7.6
CCc1nc2sc3c(c2c2nnc(SCC(N)=O)n12)CCCC3 | -4.4
N=C(N)SCCc1ccc(CCSC(=N)N)cc1 | 20.9
CCOc1ccc(CNC2(c3ccc(OC)cc3)CC2)cc1Cn1ccnc1 | -40.3
CC(=O)Nc1ccc(S(=O)(=O)N2CCC(c3[nH]ncc3-c3cc(C)no3)CC2)cc1 | -54.1
COc1ccc(C(=O)[C@H]2CCCN(C(=O)c3cc(C(C)(C)C)[nH]n3)C2)cc1 | -44.9
COc1ccc(-n2c(SCC(=O)Nc3cccc(C(F)(F)F)c3)nnc2-c2cccnc2)cc1 | 1.6
Cc1ccc(C)c(/C(O)=C2/C(=O)C(=O)N(CCCN(C)C)C2c2ccncc2)c1 (stereo not drawn) | -44.5
CS(=O)(=O)c1cnc2ncnn2c1C1CCN(C(=O)c2cc(F)cc(F)c2)CC1 | -6.1
CN(C)C(=O)Nc1ccc(Cl)c(Cl)c1 | -17.8
CCOCCCNC(=O)CN1C(=O)COc2ccc(C)cc21 | -5.8
CC(C)(Oc1ccc(Cl)cc1)C(=O)Nc1ncc([N+](=O)[O-])s1 | -72.2
C=CCc1c(O)nc(SCC(=O)N(CC)CC)[nH]c1=O | -14.8
COc1ccc2oc(=O)c(C(=O)Nc3ccccc3C(F)(F)F)cc2c1 | 16.2
CCN1c2ncccc2C(=O)NC12CCN(C(=O)CCn1nc(C)cc1C)CC2 | -21.0

# Following part.
Compound | EP2 modulator
COc1cc2c(cc1OC)C(c1ccccc1F)N(Cc1cncn1C)CC2 (stereo not drawn) | 5.2
O=C(CNC(=O)c1ccco1)NCC(=O)OCc1c(Cl)cccc1Cl | -26.9
CCCn1c(SCCC(=O)OCC)nc2c1c(=O)n(C)c(=O)n2C | 8.3
COc1ccc(C(=O)N2CCN(C)CC2)cc1 | 3.8
OCCNc1ncnc2c1ncn2[C@H]1O[C@@H](CO)[C@H](O)[C@H]1O | 39.9
Cc1cccc(NC(=O)CSc2nnc(C3CC3)n2CC2CCCO2)c1C (stereo not drawn) | 6.6
COc1cccc(CNC(=O)CN2CCC(c3ccc4c(c3)OCO4)CC2)c1 | -73.3
O=C(NC1CC2(CCCC2)Oc2ccccc21)C1CCN(C(=O)Cc2ccccc2)CC1 (stereo not drawn) | 2.3
COc1ccccc1CC(=O)NCCn1nc(-c2ccco2)ccc1=O | -0.9
O=C(CCCN1CCCC1=O)Nc1ccc(-c2cn3c4c(nnc3n2)CCCC4)cc1 | -31.5
Cc1cc(C)c2oc(-c3ccc(NC(=O)c4ccncc4)cc3O)nc2c1 | -3.1
Cc1cc(C)c2[nH]c(=O)c(CN(CC3CCCO3)C(=O)c3ccccc3F)cc2c1 (stereo not drawn) | 20.1
Cc1c(C(=O)Nc2ccccc2)sc2ncn(C(C)C(=O)OC(C)C)c(=O)c12 (stereo not drawn) | -20.6
Nc1[nH]c(=S)[nH]c(=O)c1N=Nc1c(Br)cc(S(N)(=O)=O)cc1Br | 3.0
COc1cccc(Cn2c3cc(C)sc3c3cnn(C)c(=O)c32)c1 | -26.2

# (cont.)
Compound | EP2 modulator
COc1cc2c3cc1Oc1c(OC)c(OC)cc4c1[C@@H](Cc1ccc(O)c(c1)Oc1ccc(cc1)C[C@@H]3N(C)CC2)CN(C)C4 | 1.2
COc1cc(CN2CCc3c(nc(N4CCCC(C)C4)[nH]c3=O)C2)ccc1O (stereo not drawn) | -9.7
Cc1c(CN2CCc3nc(N4CCCCCC4)[nH]c(=O)c3C2)c(=O)n(C)c(=O)n1C | -3.7
O=C(CCCN1C(=O)/C(=C/c2cccs2)SC1=S)NN1CCOCC1 | -57.2
O=C(c1nsc(Cl)c1Cl)N1C2CCC1CC(c1ccc(F)cc1)C2 (stereo not drawn) | -92.0
Cc1ccc(S(=O)(=O)N2CCCC(C(=O)N3CCC(C)CC3)C2)cc1 (stereo not drawn) | -56.0
O=c1[nH]c2cc3c(cc2cc1CN(C1CCCC1)S(=O)(=O)c1ccc2c(c1)OCCO2)OCO3 | 8.3
CC(C)CNC(=O)O | 7.5
O=C(CCCC(=O)N1C2CCC1CC(c1ccc(F)cc1)C2)N1CCc2ccccc21 (stereo not drawn) | -79.6
COC(=O)[C@H](c1ccccc1Cl)N1CCc2sccc2C1 | 21.2
Cc1nn(CC(=O)N(Cc2ccccn2)C2CC2)c(=O)c2cc3occc3n12 | -0.9
CCn1c(SCC(=O)Nc2ccc(NC(=O)c3cccc(F)c3)cc2)nnc1-c1cccnc1 | -55.1
COc1ccc(C2(NC(=O)c3c(-c4ccncc4)noc3C)CCCCC2)cc1 | 7.8
O=C(O)CCSc1nnc(COc2cccc3ccccc23)n1-c1ccccc1 | 8.1
CC1=NN(c2nnc(C)c(=O)[nH]2)C(=O)C1 | 9.8

# (cont.)
Compound,EP2 modulator
CC(=O)c1ccc(-c2ccc(/C=C3/SC(=S)NC3=O)o2)cc1,-82.3
COC(=O)c1ccc(Cn2nc(C)c3cccn3c2=O)o1,6.5
O=C(c1cccs1)N1CCC[C@H]1Cn1nc(-c2cccs2)ccc1=O,-18.5
Cc1ccc2[nH]c(=O)c(C(c3nnnn3C3CCCC3)N3c4ccccc4CC3C)cc2c1 (stereo not drawn),55.3
Cn1nc(C(C)(C)C)cc1C(=O)N1CCC[C@H](Cn2cc(C(=O)N3CCOCC3)nn2)C1,-12.7
CCc1ccc(NC(=O)C2CCN(c3nccc(C)n3)CC2)cc1,-11.2
COCCn1nnnc1C(c1cc2cc(OC)c(OC)cc2[nH]c1=O)N1CCc2ccccc21 (stereo not drawn),-17.8
Cc1nc(NC(=O)CSc2nnc3c(C)cc4cc5c(cc4n23)OCCO5)sc1C,50.8
Cc1ccccc1NC(=O)C1Cc2ccccc2CN1S(=O)(=O)c1cccs1 (stereo not drawn),37.3
CCC(=O)Nc1ccc(NC(=O)c2ccc(OC)cc2)nc1,-29.9

# Next section
Compound,EP2 modulator
COc1ccc2[nH]c(=O)c(CN(C3CCCCC3)C(c3nnnn3C3CCCC3)C(C)C)cc2c1 (stereo not drawn),-30.9
CN1C(=O)N(CC(=O)NCCc2ccccc2)c2cccnc2N1C,14.0
CCOC(=O)CSc1nnc(COc2ccc(Cl)cc2)n1CC,-43.7
COc1ccc2cc(C)c3nn(CC(=O)N(C(C)C)C(C)C)c(=O)n3c2c1,-21.4
CCC(c1nnnn1C1CCCC1)N(Cc1cc2ccc(C)cc2[nH]c1=O)C1CCCCC1 (stereo not drawn),41.4
Nc1ccc(C(=O)Nc2ccc3nc(NC(=O)C4CCCCC4)sc3c2)cc1,-78.7
CCOc1ccc(OCC)c(NC(=O)CSc2nnnn2C)c1,5.8
Cc1ccc2cc(CN(C(=O)Nc3ccccc3Cl)C3CCCCC3)c(=O)[nH]c2c1,-2.7
COC(=O)c1ccc(S(=O)(=O)N(Cc2cc3cc4c(cc3[nH]c2=O)OCO4)C2CCCC2)cc1,-22.2
O=C(/C=C/c1ccc(O)c(O)c1)O[C@@H]1C[C@](O)(C(=O)O)C[C@@H](O)[C@H]1O,11.9

# Some of the entries so far, with values ahead of the structure:
EP2 modulator | SMILES
-7.6 | COc1ccc(C2C(C#N)=C(N)SC(N)=C2C#N)c2ccccc12
-4.4 | CCc1nc2sc3c(c2c2nnc(SCC(N)=O)n12)CCCC3
20.9 | N=C(N)SCCc1ccc(CCSC(=N)N)cc1
-40.3 | CCOc1ccc(CNC2(c3ccc(OC)cc3)CC2)cc1Cn1ccnc1
-54.1 | CC(=O)Nc1ccc(S(=O)(=O)N2CCC(c3[nH]ncc3-c3cc(C)no3)CC2)cc1

# (next part)
Compound,EP2 modulator
O=C(NC1CCCCC1)C(c1ccco1)N(Cc1ccc(F)cc1)C(=O)Cn1nnc2ccccc21 (stereo not drawn),21.5
NC(=O)Nc1nc2ccccc2[nH]c1=O,-56.0
Cc1ccc2[nH]c(=O)c(CN(Cc3ccc4c(c3)OCO4)C(=O)C3CCCCC3)cc2c1,56.0
COCCCn1c(SCC(=O)Nc2ccc(OC)cc2OC)nnc1-c1ccncc1,-18.7
COc1ccc(C(=O)Nc2ccc(N3CCN(C(=O)C(C)C)CC3)cc2)cc1Cl,20.3
C[C@@H](Cn1nnc2ccccc21)NC(=O)c1ccn(C)n1,-31.3
Cc1cc2cc(CN(CC3CCCO3)S(=O)(=O)c3cccc4nsnc34)c(=O)[nH]c2cc1C (stereo not drawn),-33.1
Cc1nnc2sc(-c3cccc(NC(=O)c4ccco4)c3)nn12,-13.3
COc1ccc(-n2c(SCC(=O)N3CCCCCC3)nnc2-c2ccncc2)cc1,13.4

# Quoted at random: five records from the list.
Compound,EP2 modulator
O=C(O)CCSc1nnc(COc2cccc3ccccc23)n1-c1ccccc1,8.1
COc1ccc(C2C(C#N)=C(N)SC(N)=C2C#N)c2ccccc12,-7.6
COc1ccc(-n2c(SCC(=O)N3CCCCCC3)nnc2-c2ccncc2)cc1,13.4
Nc1ccc(CN2CCCCC2)cc1,-7.6
COc1ccc(CCNC(=O)CN2C(=O)c3cccc4cccc2c34)cc1,-51.1
